C diff HTS = C. difficile growth inhibition; Clostridium difficile clinical isolate growth, OD600, 24 h; hits give low values; hit rate 0.25% among 86,000; AID 1259249; growth activity, negative = inhibition, % at 16 µg/mL (by protocol);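 active = mean growth activity at or below -80% and every replicate also at or below -80%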;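 note: 0% = DMSO wells and -100% = levofloxacin 16 µg/mL wells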
Tcruzi prolif = blocks T. cruzi growth in NIH3T3 culture | T. cruzi beta-gal in NIH3T3, GalScreen luminescence, 90 h | inhibition, % at 8.34 µM | hit rate 5.9% among 77,000 | AID 624255;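 active = mean inhibition above about 93%, with at least 55% of replicates each passing it, limit read from the data, passing the limit was not always enough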
Pf Dd2 growth = P. falciparum Dd2 growth inhibition | SYBR Green, 72 h; hits give low values | activity change, % at 10 µM | hit rate 2.3% among 94,000 | AID 1159554; in the data active = activity change below about -80%
KDM4C inh = KDM4C (human) demethylase inhibition | Q9H3R0 | GST-KDM4C 2-372, H3K9me3 peptide, LANCE TR-FRET | inhibition, % at 12.5 µM | hit rate 0.15% among 96,000 | AID 720574;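 active = mean replicate inhibition above about 25%, with at least 55% of replicates also reaching it, limit read from the data, passing the limit was not always enough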
Target sequence (Q9H3R0 2-372 limits assumed): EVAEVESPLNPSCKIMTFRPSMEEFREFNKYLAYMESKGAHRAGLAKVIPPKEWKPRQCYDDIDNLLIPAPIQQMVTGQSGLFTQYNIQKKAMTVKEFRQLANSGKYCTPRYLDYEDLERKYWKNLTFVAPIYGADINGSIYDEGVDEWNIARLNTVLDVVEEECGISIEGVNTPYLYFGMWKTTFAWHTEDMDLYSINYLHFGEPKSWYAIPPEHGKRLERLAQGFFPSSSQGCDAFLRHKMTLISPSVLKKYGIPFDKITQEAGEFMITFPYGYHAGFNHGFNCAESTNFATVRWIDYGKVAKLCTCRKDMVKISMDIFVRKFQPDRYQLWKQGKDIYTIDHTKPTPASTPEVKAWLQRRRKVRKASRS
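Material: GST-tagged GASC-1 (JMJD2C) catalytic fragment, aa 2-372. Input: enzyme final amount 10 nM. Medium: HEPES buffer, pH 7.5, plus ascorbate. Reagent: H3K9me3 peptide substrate, Fe(II), 2-oxoglutarate. Doses: single dose. Times: reaction 30 min RT, detection step 1 h RT. Measured by: LANCE TR-FRET. Evaluation: Fall in 671/618 emission ratio as inhibition.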
Numbers without * were called inactive; . = not tested or not shown; & = joins results of further samples; ! = repeats disagree.

Every second line gives: C diff HTS	Tcruzi prolif	Pf Dd2 growth	KDM4C inh
O=C(C[C@@H]1CC[C@@H]2[C@H](COC[C@H](O)CN2Cc2cccc(Cl)c2)O1)NCC1CCCCC1
  0.4&-2.7	40.3	.	2.8
CC(C)NC(=O)N(C)C[C@@H]1OCCCC[C@@H](C)Oc2ccc(N(C)C)cc2C(=O)N([C@H](C)CO)C[C@H]1C
  -1.0	29.9	-1.3	11.8
O=C(C[C@@H]1C[C@@H]2c3cc(NC(=O)c4ccc5c(c4)OCO5)ccc3O[C@@H]2[C@H](CO)O1)NCC1CC1
  0.6	-14.0	4.7	-2.1
COc1ccc(NC(=O)N(C)C[C@@H]2Oc3ccc(NC(=O)NC4CCCCC4)cc3CC(=O)N([C@H](C)CO)C[C@@H]2C)cc1
  -1.9	14.2	-2.3	-2.4
C[C@H](CO)N1C[C@H](C)[C@@H](CN(C)Cc2ccc(-c3ccccc3)cc2)Oc2cc(C#C[C@@H](C)O)ccc2S1(=O)=O
  -0.4	97.0*	-61.1	-1.4
CC=Cc1ccc2n(c1=O)C[C@H]1[C@H](CO)[C@@H](C(=O)N3CCc4ccccc4C3)N(C(=O)CC)[C@@H]21 (mixture of isomers)
  0.5	28.2	7.9	1.4
Cc1ccccc1S(=O)(=O)N1[C@H](CO)[C@@H](c2ccc(C#CC3CC3)cc2)[C@@H]1C#N
  4.7	88.6	-86.9*	0.8
COc1ccc(S(=O)(=O)Nc2cccc3c2O[C@@H](CN(C)Cc2ccc(C(=O)O)cc2)[C@H](C)CN([C@@H](C)CO)C3=O)cc1
  -3.4	105.0*	-6.0	1.3
CCC(=O)Nc1ccc2c(c1)OC[C@@H](C)N(C(=O)Cc1ccccn1)C[C@@H](C)[C@H](OC)CN(C)C2=O
  .	-3.3	-22.4	-0.2
COc1ccc(-c2cnc3c(c2)C(=O)N([C@H](C)CO)C[C@H](C)[C@H](CN(C)C(=O)C2CC2)O3)cc1
  2.8	-142.1	3.9	-0.6
CC(C)CC#Cc1ccc([C@H]2[C@@H](CO)N3C(=O)CN(C(=O)c4ccc5c(c4)OCO5)C[C@@H]23)cc1
  -2.5	.	-17.7	1.3
N#Cc1ccc(-c2ccc(C3[C@@H]4CN(C(=O)C5CCCCC5)C[C@H]3N4)cc2)cc1 (some centres undefined)
  -7.9&15.0	.	-88.2*!	-1.7&-3.5
COc1cccc(-c2ccc3c(c2)[C@H]2[C@H](CCN2S(=O)(=O)C2=NC(C)C=N2)[C@H](CO)N3C)c1 (some centres undefined)
  4.6	65.6	21.8	0.1
CC=Cc1ccc2n(c1=O)C[C@@H]1[C@@H](CO)[C@H](C(=O)N3CCc4ccccc4C3)[C@H]2N1Cc1cocn1 (mixture of isomers)
  1.5	3.8	13.8	-1.2
CC(C)NC(=O)N(C)C[C@H]1Oc2ccc(NC(=O)Nc3ccc(F)cc3)cc2C(=O)N([C@H](C)CO)C[C@@H]1C
  0.0	.	-9.4	1.0
O=C(Nc1cc(F)ccc1F)N1C[C@H]2[C@@H](c3ccccc31)[C@@H](CO)N2C(=O)c1ccccc1
  0.6	34.1	5.3	-2.1
COC(=O)C[C@H]1CC[C@@H]2[C@@H](COc3ccc(NC(=O)NC(C)C)cc3C(=O)N2C)O1
  -3.0	-4.8	-0.9	1.9
CCC(=O)N1[C@H](CNC(C)=O)[C@@H](c2ccc(-c3cccc(F)c3)cc2)[C@@H]1CO
  -11.3	19.1	9.1	0.4
COCC(=O)Nc1ccc2c(c1)C(=O)N(C)C[C@@H](OC)[C@H](C)CN(CC1CCCCC1)[C@@H](C)CO2
  -0.3	36.2	-76.7	-0.1
COc1ccc(S(=O)(=O)Nc2ccc3c(c2)CC(=O)N([C@H](C)CO)C[C@@H](C)[C@@H](CN(C)C(=O)NC2CCCCC2)O3)cc1
  -2.3	17.5	14.9	4.6

The closing 4 entries of the part before come first, to join the parts.
Every second line gives: C diff HTS	Tcruzi prolif	Pf Dd2 growth	KDM4C inh
COC(=O)C[C@H]1CC[C@@H]2[C@@H](COc3ccc(NC(=O)NC(C)C)cc3C(=O)N2C)O1
  -3.0	-4.8	-0.9	1.9
CCC(=O)N1[C@H](CNC(C)=O)[C@@H](c2ccc(-c3cccc(F)c3)cc2)[C@@H]1CO
  -11.3	19.1	9.1	0.4
COCC(=O)Nc1ccc2c(c1)C(=O)N(C)C[C@@H](OC)[C@H](C)CN(CC1CCCCC1)[C@@H](C)CO2
  -0.3	36.2	-76.7	-0.1
COc1ccc(S(=O)(=O)Nc2ccc3c(c2)CC(=O)N([C@H](C)CO)C[C@@H](C)[C@@H](CN(C)C(=O)NC2CCCCC2)O3)cc1
  -2.3	17.5	14.9	4.6
C[C@H]1CN([C@@H](C)CO)C(=O)CCCn2cc(nn2)CO[C@@H]1CN(C)Cc1ccc(O)cc1
  -0.1	26.0	-1.0	1.7
O=S(=O)(NC[C@@H]1[C@H](c2ccccc2)[C@H](CO)N1CC1CC1)c1ccccc1
  -2.2	10.0	20.7	-0.7
CC(C)NC(=O)N(C)C[C@@H]1Oc2c(NC(=O)CCCCCC(=O)Nc3ccccc3N)cccc2C(=O)N([C@H](C)CO)C[C@@H]1C
  5.6	.	-12.2	-0.1
Cc1ccccc1-c1ccc([C@@H]2[C@@H](CO)N3C(=O)CN(C(=O)c4ccncc4)C[C@@H]23)cc1
  -8.8	.	-45.4	-0.2
Cc1noc(C)c1S(=O)(=O)Nc1ccc2c(c1)C(=O)N([C@H](C)CO)C[C@@H](C)[C@H](CN(C)S(=O)(=O)c1cccs1)O2
  -3.8	-6.0	10.6	8.2
COc1ccc(NC(=O)N(C)C[C@H]2OCCCC[C@H](C)Oc3ccc(NC(=O)NC(C)C)cc3C(=O)N([C@H](C)CO)C[C@@H]2C)cc1
  -1.0	-3.5	-29.2	-0.9
COc1ccc(-c2ccc3n(c2=O)C[C@@H]2[C@@H](CO)[C@H](C(=O)N(C)C)[C@H]3N2Cc2cccnc2)cc1
  -6.4	-55.8	4.5	0.6
CCC(=O)Nc1ccc2c(c1)C(=O)N(C)C[C@@H](OC)[C@H](C)CN(C(=O)CN(C)C)[C@@H](C)CO2
  .	-23.7	.	2.3
Cc1ccc(S(=O)(=O)N2C[C@@H]3N[C@H](C2)C3c2ccc(-c3cccc(C#N)c3)cc2)cc1 (some centres undefined)
  2.2&23.4	.	-40.9&-70.3	-0.4&-2.3
COc1ccccc1NC(=O)N[C@@H]1C=C[C@H](CC(=O)NCc2ccc(Cl)c(Cl)c2)O[C@H]1CO
  .	-21.6	2.5	-0.7
N#C[C@H]1[C@H](c2ccccc2C2=CCCCC2)[C@@H](CO)N1S(=O)(=O)c1cccc(F)c1
  31.0	.	-40.4	-0.6
C[C@@H]1CN([C@@H](C)CO)C(=O)c2cc(N(C)C)ccc2O[C@@H](C)CCCCO[C@@H]1CN(C)S(C)(=O)=O
  2.1	42.3	.	11.6
Cc1ccc(S(=O)(=O)N(C)C[C@H]2Oc3c(NC(=O)NC(C)C)cccc3C(=O)N([C@H](C)CO)C[C@@H]2C)cc1
  1.1	-13.5	-0.9	-2.8
C[C@@H]1CCCCO[C@H](CN(C)C(=O)Nc2ccccc2)[C@H](C)CN([C@@H](C)CO)C(=O)c2cc(NC(=O)Nc3ccccc3)ccc2O1
  1.9	74.8	-74.0	-0.1
C[C@H](CO)N1C[C@H](C)[C@H](CN(C)Cc2ccc(Cl)c(Cl)c2)Oc2ccc(NS(=O)(=O)c3cccs3)cc2CC1=O
  -2.6	28.8	3.6	0.7
O=C(C[C@@H]1CC[C@@H]2[C@H](COC[C@@H](O)CN2C(=O)c2ccncc2)O1)Nc1ccc(-c2ccccc2)cc1
  9.4	28.5	-13.4	1.2
CC(=O)N(C)C[C@H]1Oc2cc(C#CCC3CCCC3)ccc2S(=O)(=O)N([C@@H](C)CO)C[C@H]1C
  1.1	38.4	-11.6	-0.7
C[C@@H]1CN([C@H](C)CO)C(=O)c2cc(NS(=O)(=O)c3cccs3)ccc2O[C@H]1CN(C)CC1CCCCC1
  1.4	24.4	16.6	1.0
Cc1ccc(S(=O)(=O)Nc2ccc3c(c2)C(=O)N([C@H](C)CO)C[C@H](C)[C@@H](CN(C)S(=O)(=O)c2ccc(F)cc2)O3)cc1
  -2.7	4.5	-15.5	-0.8
C[C@@H]1CCCCO[C@@H](CN(C)CC2CC2)[C@H](C)CN([C@H](C)CO)C(=O)c2cc(NC(=O)Nc3ccc4c(c3)OCO4)ccc2O1
  .	40.0	-30.5	1.4
O=C(C[C@@H]1C=C[C@H](NC(=O)c2cccnc2)[C@@H](CO)O1)NCCN1CCCCC1
  -4.0	0.0	21.1	-4.3
C[C@@H]1CN([C@@H](C)CO)S(=O)(=O)c2ccc(Br)cc2O[C@@H]1CN(C)C
  -3.5	49.5	-7.5	-0.3
O=C(c1ccccn1)N1CC(=O)N2[C@H](CO)[C@@H](c3ccc(C#CCc4ccccc4)cc3)[C@H]2C1
  -1.6	.	-74.3	0.1
C[C@H]1CN([C@@H](C)CO)C(=O)CCCn2nncc2CO[C@@H]1CN(C)Cc1ccccc1C(=O)O
  .	-16.0	5.6	-1.4
C[C@H](CO)N1C[C@H](C)[C@H](CN(C)S(=O)(=O)c2ccc(Cl)cc2)Oc2c(NC(=O)c3cnccn3)cccc2C1=O
  3.0	-45.0	-16.8	-2.2
CC(=O)N1[C@H](CNC(=O)CN(C)C)[C@H](c2ccc(C3=CCCCC3)cc2)[C@@H]1CO
  0.0	8.3	1.4	-0.8
C[C@H]1CN([C@@H](C)CO)C(=O)Cc2cc(NC(=O)Cn3cnnn3)ccc2O[C@@H]1CN(C)S(=O)(=O)c1ccc(Cl)cc1
  -7.0	-5.8	-12.6	2.3
COc1ccc(NC(=O)N(C)C[C@H]2OCCCC[C@@H](C)Oc3ccc(NC(=O)Nc4cccc5ccccc45)cc3C(=O)N([C@H](C)CO)C[C@@H]2C)cc1
  6.0	-11.5	-77.9	-1.7
C[C@@H]1CN([C@@H](C)CO)C(=O)Cc2cc(NS(=O)(=O)c3cn(C)cn3)ccc2O[C@@H]1CN(C)Cc1ccc(-c2ccccc2)cc1
  8.7	45.8	0.1	1.7
C[C@@H]1CCCCO[C@@H](CN(C)C(=O)CCC(F)(F)F)[C@H](C)CN([C@H](C)CO)C(=O)c2cc(NS(=O)(=O)c3cn(C)cn3)ccc2O1
  -3.1	11.9	26.0	7.1
CCCN1C[C@@H](C)[C@@H](OC)CN(C)C(=O)c2cc(NS(=O)(=O)CC)ccc2OC[C@@H]1C
  -7.6	-15.3	-3.7	0.7
N#C[C@H]1[C@H](c2ccccc2C2=CCCCC2)[C@H](CO)N1C(=O)Cc1ccncc1
  2.9	.	-4.3	-1.5
C[C@@H]1CCCCO[C@H](CN(C)C(=O)Nc2ccccc2)[C@@H](C)CN([C@H](C)CO)C(=O)c2cc(NC(=O)Cc3ccccc3)ccc2O1
  .	-6.8	-11.8	-0.1
C/C=C/c1ccc([C@H]2[C@@H](CO)N3C(=O)CN(C(=O)c4cccc(F)c4)C[C@@H]23)cc1
  -3.0	.	-5.1	-0.9
C[C@H](CO)N1C[C@H](C)[C@@H](CN(C)C(=O)C2CCC2)Oc2cc(C#CC3CC3)ccc2S1(=O)=O
  0.9	76.4	-34.8	-1.6
COc1ccc2c3c([nH]c2c1)[C@@H](CO)N(C(=O)c1cccnc1)CC31CN(C(=O)c2cccnc2)C1
  0.4	.	28.4	0.3
COc1cccc(NC(=O)N2C[C@@H](O)COC[C@@H]3O[C@@H](CC(=O)NC4CCC4)CC[C@H]32)c1
  5.8	-15.0	-2.4	-0.1
COc1ccc(CN2C[C@@H](O)COC[C@@H]3O[C@H](CC(=O)NCCN4CCCC4)CC[C@H]32)cc1
  16.9&0.8	-4.0	30.0	2.3
C[C@@H]1CCCCO[C@H](CN(C)C(=O)Nc2ccc(F)cc2)[C@@H](C)CN([C@H](C)CO)C(=O)c2cc(NC(=O)Nc3cccc4ccccc34)ccc2O1
  -0.9	72.4	-23.3	-1.3
C[C@@H]1CN([C@H](C)CO)C(=O)c2cc(NC(=O)c3ccncc3)ccc2O[C@H]1CN(C)C(=O)Nc1cccc2ccccc12
  -1.0	69.3	-1.3	-0.9
COc1ccc(NC(=O)Nc2cccc3c2O[C@@H](CN(C)S(=O)(=O)c2cccs2)[C@@H](C)CN([C@H](C)CO)C3=O)cc1
  8.8	38.5	-8.3	0.5
